Screens: PubChem, National Center for Advancing Translational Sciences (NCATS)
AmpC inh detg – qHTS Inhibitors of AmpC Beta-Lactamase (assay with detergent). hit rate 0.041% among 370,000. AID 485294, 2010. P00811. AmpC hydrolysis of nitrocefin, absorbance 480 nm, 0.01% Triton. Potency, µM (series often up to 114 µM), inactives show at the top dose activity change, negative = inhibition, actives largely listed as inhibitors;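 note: potency is the fitted concentration of half-maximal effect; 0% = no-compound wells and -100% = no-enzyme wells; nearly all actives have a fitted effect of over 25% in size; some results filed as inactive show a strong effect at the top dose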
Target sequence (P00811 whole entry, looked up): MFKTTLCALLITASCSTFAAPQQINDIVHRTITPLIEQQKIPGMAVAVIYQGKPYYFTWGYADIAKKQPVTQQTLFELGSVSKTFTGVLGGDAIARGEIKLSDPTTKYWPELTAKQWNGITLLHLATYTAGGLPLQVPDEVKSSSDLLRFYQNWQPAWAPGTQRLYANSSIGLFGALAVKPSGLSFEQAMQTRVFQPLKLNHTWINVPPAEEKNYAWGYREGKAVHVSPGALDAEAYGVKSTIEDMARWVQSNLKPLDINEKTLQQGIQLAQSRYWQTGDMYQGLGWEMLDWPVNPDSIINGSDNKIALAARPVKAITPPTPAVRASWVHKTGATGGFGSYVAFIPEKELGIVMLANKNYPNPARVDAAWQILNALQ
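AmpC (5.3 nM in the dispensed reagent) in 20 mM phosphate pH 7.0 with 0.01% (detergent screen) or 0.0001% Triton X-100 was preincubated with compounds for 15 min at room temperature. Nitrocefin was then added from an 800 uM solution, and hydrolysis was followed at 480 nm.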
Cycloheximide cs – Cycloheximide Counterscreen for Small Molecule Inhibitors of Shiga Toxin; cell reporter, cycloheximide protein synthesis inhibition counterscreen; max response, %; hit rate 12% among 300,000; AID 2314, 2010; in the data active = max response mostly above about 13%, no sharp cut-off; inactive = mostly below about 14%; note: read at 38.3 µM for the half of the compounds with a filed dose; 0% is about no effect
Shiga toxin inh – A qHTS for Small Molecule Inhibitors of Shiga Toxin; Vero cells, Shiga toxin protein synthesis inhibition reporter; inhibition, % at 38.7 µM; hit rate 9.2% among 290,000; AID 2315, 2010; in the data active = inhibition mostly above about 28%, no sharp cut-off; inactive = mostly below about 43%; note: 0% is about no effect
HCMV inh – qHTS Assay for inhibitors of the human cytomegalovirus (HCMV). activity change, negative = inhibition, % at 57.5 µM. hit rate 4.5% among 410,000. HFF cells, HCMV-luciferase reporter, 72 h; stronger effect = lower value. AID 1259415, 2018; in the data active = activity change below about -60%; inconclusive = no clear call, values can overlap the other calls; inactive = above about -39%; note: % is set by controls: 0 for no effect and ±100 for the full control effect
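Steps: HFFs plated, 16 h 37C; compounds added; HCMV-luciferase added to MOI 1 PFU/cell; 72 h 37C; OneGlo reagent, 5 min room temperature; luminescence read, normalized to controls.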
AMA1 RON2 block – qHTS for Inhibitors of AMA1-RON; Towards Development of Antimalarial Drug Lead: Primary Screen. AlphaScreen AMA1-biotinylated RON2 peptide binding. Potency, µM (series often up to 58.2 µM), inactives show at the top dose activity change, negative = inhibition, usual class: inhibitors. hit rate 0.2% among 360,000;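 note: potency is the fitted concentration of half-maximal effect; 0% = vehicle wells and -100% = peptide control; nearly all actives have a fitted effect of over 45% in size; some results filed as inactive show a strong effect at the top dose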
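AMA1 (3D7) with his tag at 25 nM final met compounds first, then biotinylated RON2 peptide at 25 nM; detection used donor plus acceptor beads, 10 µg/mL apiece, read by AlphaScreen after 30 min at room temperature.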
Giardia FBPA inh – qHTS Assay for Inhibitors of Fructose-1,6-bisphosphate Aldolase from Giardia Lamblia; A8B2U2; purified Giardia FBPA; AID 2451, 2010; Potency, µM (titrated, usually from 59.6 µM), inactives show top-dose activity, negative = inhibition, hits mostly inhibitors; hit rate 0.71% among 290,000; note: potency is the fitted concentration of half-maximal effect; % is set by controls: 0 for no effect and ±100 for the full control effect; nearly all actives have a fitted effect of over 55% in size
Target sequence (A8B2U2 whole entry, looked up): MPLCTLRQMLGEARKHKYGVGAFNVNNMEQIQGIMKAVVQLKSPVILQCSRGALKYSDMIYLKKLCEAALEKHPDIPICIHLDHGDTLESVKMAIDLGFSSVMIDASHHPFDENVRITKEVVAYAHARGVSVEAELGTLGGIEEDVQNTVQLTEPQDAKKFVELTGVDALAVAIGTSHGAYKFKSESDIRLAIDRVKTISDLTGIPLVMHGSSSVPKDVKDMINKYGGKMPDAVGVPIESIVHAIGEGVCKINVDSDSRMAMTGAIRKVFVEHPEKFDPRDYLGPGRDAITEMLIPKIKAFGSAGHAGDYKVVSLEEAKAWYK
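40 nM FBPA preincubated 10 min at RT with compound (up to 57.5 uM final), then substrate plus GAPDH/TPI/NAD/arsenate coupling and diaphorase/resazurin added. Fluorescence read after 20 min at RT, 525/598 nm.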
AmpC inh no detg – qHTS Inhibitors of AmpC Beta-Lactamase (assay without detergent) | AmpC nitrocefin hydrolysis, absorbance 480 nm, 0.0001% Triton | Potency, µM (titrated, usually from 57.1 µM), without a hit: at the top dose activity change, negative = inhibition, actives largely listed as inhibitors | hit rate 0.52% among 330,000 | AID 485341, 2010;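 note: potency is the fitted concentration of half-maximal effect; plate controls were no compound for no effect and no enzyme for full effect; nearly all actives have a fitted effect of over 20% in size; some results filed as inactive show a strong effect at the top dose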
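20 mM phosphate pH 7.0 + 0.01% (detergent screen) or 0.0001% Triton X-100; 5.3 nM AmpC reagent; cpd preinc 15 min RT; nitrocefin (800 uM stock) to start; A480 q20 s × 4 min; Activity was normalised to no-enzyme and no-compound control wells.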
* marks the source's active call; other numbers are inactive results; ? = inconclusive; . = no result given; & = joins results of further samples; [ ] = dose if it differs, or a comment. Unless noted, calls come from the whole dose curve; as a rule, active = well fitted curve in the direction sought with a large enough effect; inconclusive = small, poorly fitted or top-dose-only effect, or another doubt; inactive = no such curve, though single readings can be large; an effect the other way counts as inactive or inconclusive. An unsorted share of the library (roughly 16% active in at least one column).

SMILES	AmpC inh detg	Cycloheximide cs	Shiga toxin inh	HCMV inh	AMA1 RON2 block	Giardia FBPA inh	AmpC inh no detg
Nc1nc(Nc2ccccc2)nc(NCCO)c1[N+](=O)[O-]	-12%	1	17	-33	0%	-2%	-20%
COc1ccc(-c2csc(NC(=O)CCCc3cccs3)n2)cc1	-2%	3	9	-3	7%	1%	-23%
Cn1nnc2cc(C(=O)NC3CCCCC3)ccc21	?	9	52	10	-15%	2%	-9%
Cc1ccc(-c2c(C(=O)N/N=C/c3ccco3)nnn2-c2nonc2N)cc1	-1%	-4	-5	-12	77%[activator]	-12%	-29%
Cc1n[nH]c(C)c1S(=O)(=O)N1CCN(C(=O)c2ccco2)CC1	2%	1	-5	48	5%	7%	-12%
c1ccc2c(c1)CCOC2CNCCCN1CCCCC1 (stereo not given)	2%	-4	-6	3	17%	-1%	-27%
CCOC(=O)C1CCN(C2=NC(=O)/C(=C/c3ccc(Cl)cc3)S2)CC1	-9%	-7	-6	-10	-4%	-8%	113%[activator]
O=C(COc1ccccc1)Nc1nc(-c2cccnc2)cs1	9%	.	.	0	2%	.	-28%
NS(=O)(=O)c1ccc(NC(=O)CSc2nnc3n2CCCCC3)cc1	.	.	.	17	4%	.	-16%
CCN(CC)CCNC(=O)c1ccc2c(c1)NC(=O)c1ccccc1S2	1%	1	-4	2	2%	-1%	-16%
O=C(C1CCCN(S(=O)(=O)c2cnc[nH]2)C1)N1CC(=O)N(CCc2ccccc2)C(=O)C1 (stereo not given)	?	-2	-12	.	0%	5%	-14%
CC(C)(CNC(=O)c1ccc(NS(=O)(=O)c2ccc(F)c(F)c2)cc1)N1CCOCC1	-4%	.	.	-31	-10%	.	-9%
CCOC(=O)c1cc2c(nc1NC(=S)Nc1ccccc1)CC(C)(C)OC2	-4%	-3	-9	34	25%	0%	-15%
COc1ccc(-c2csc(Nc3ccc(S(N)(=O)=O)cc3)n2)cc1OC	-5%	-6	-11	-19	-11%	-15%	16µM*
COc1ccccc1N1CCN(S(=O)(=O)c2c(C)[nH]c(=O)[nH]c2=O)CC1	-4%	-3	-15	18	20%	8%	-41%
Cc1cc(-c2nn3c(-c4ccccc4)nnc3s2)c2ccccc2n1	-1%	1	-2	-20	-4%	13%	-13%
CN1CCN(C(=O)C2CC(c3ccc(F)cc3)=NO2)CC1 (stereo not given)	10%	15	34	28	5%	-2%	-12%
COc1ccc(-n2cc(-c3ccccc3)c3c(=S)nc[nH]c32)cc1	-9%	-3	-14	0	83%[activator]	-3%	-44%
NC(N)=NC(=O)c1nc(Cl)c(N2CCCCCC2)nc1N	?	.	.	-22	-9%	-8%&2%	-25%
COc1ccc(CN2C(=O)[C@@H]3C(c4ccc(F)cc4)=NO[C@@H]3C2=O)cc1	2%	-3	-11	16	1%	1%	-24%
COC(=O)C(C)Oc1ccc2c(c1)O/C(=C\c1ccco1)C2=O (stereo not given)	0%	37*	71*	31	-17%	4%	-17%
Nc1c(C=C2C=CC(=O)C=C2)c(=O)nc2snc(SCc3ccccc3)n12	8%	33*	47*	-19	47%[activator]	26%	?
CN(C)c1nnnn1-c1ccc(Oc2ccccc2)cc1	8%	10	3	?	5%	7%	24%
COC(=O)c1ccccc1NC(=S)N(Cc1ccc2c(c1)OCO2)Cc1cc2cc(C)ccc2[nH]c1=O	-11%	-1	-4	?	-7%	-1%	-29%
COc1cc(OC)c(-c2nc3cnccc3n2C)cc1OC	0%	1	-5	7	4%	-5%	-16%
COc1ccccc1N1CCN(C(=O)c2cc3c(=O)n4ccccc4nc3s2)CC1	?	.	.	27	0%	.	-3%
O=C(c1cccs1)N1CCn2c1nc1ccccc12	?	41*	56*	41	-7%	8%	-14%
CCN(CC)S(=O)(=O)c1cc(NC(=O)COC(=O)CCC(=O)c2ccc(F)cc2)ccc1C	-6%	-2	-4	38	0%	10%	26%
O=C(COC(=O)c1ccc(S(=O)(=O)NCc2ccco2)cc1)Nc1ncc(Cl)cc1Cl	-10%	-4	8	33	-10%	-3%	-24%
Cc1ccc(-n2c(C)nc3oc4ccccc4c(=O)c3c2=O)cc1	9%	47*	121*	133	-24%	-5%	-19%
CC1CCCCC1NS(=O)(=O)CCNC(=O)c1ccc2c(c1)OCO2 (stereo not given)	?	.	.	28	11%	.	-43%
COc1ccc(C2C(C(=O)N3CCOCC3)CCC(=O)N2c2ccc(OC)cc2)cc1 (stereo not given)	2%	-3	22	8	-10%	2%	22%
COc1ccc(N2CCN(C(=O)CCc3ccccc3)CC2)cc1	-15%	-2	-7	-4	0%	6%	19%
CC(C)CN(CC(C)C)S(=O)(=O)c1cc([N+](=O)[O-])ccc1N1CCCCCC1	0%	-3	-15	-8	-27%	-4%	-32%
CCOC(=O)N1CCN(C(=O)c2ccc3nc(C)sc3c2)CC1	?	-1	11	73	-10%	1%	-2%
CCCNC(=O)Cn1cnc2sc(C(=O)Nc3cc(OC)c(OC)c(OC)c3)c(C)c2c1=O	?	-6	-6	31	4%	-2%	21%
CCOc1ccccc1NC(=O)c1ccc(CN2CCc3ccccc3C2)cc1	-1%	-4	-10	1	?	0%	-23%
O=C(CN1c2cccc3cccc(c23)S1(=O)=O)N1CCOCC1	?	0	17	-17	10%	-7%	-13%
CCSc1nc2c([nH]c3ccccc32)c(=O)n1C	?	-5	10	21	1%	-3%	-24%
COc1cc(C2CC(=O)c3cnc(NC(C)=O)nc3C2)cc(OC)c1OC (stereo not given)	2%	-5	22	-10	-8%	-1%	-4%
CC(OC(=O)c1ccc2c(=O)n3c(nc2c1)CCC3)C(=O)NC1CCCCC1C (stereo not given)	-4%	2	-11	-18	1%	7%	-4%
C/C(=N\OCC(=O)OCC(=O)NC(=O)c1ccc(OC(F)F)cc1)c1ccc2c(c1)OCO2	6%	.	.	-3	-3%	.	-26%
COc1cccc(N=c2oc3ccccc3cc2-c2nc3ccccc3[nH]2)c1	?	38*	63*	257	-20%	0%	-5%
Cc1ccc(NCN2C(=O)C(=O)c3ccccc32)nc1	0%	-8	-12	?	-13%	-21%	-27%
C=CCc1cc(/C=C2/NC(=O)N(CC)C2=O)cc(OCC)c1OCc1ccc(C(=O)O)cc1	-4%	-5	16	-4	-8%	2%	-23%
COc1ccc(-c2nnn(CC(=O)N3CCN(c4ccccc4OC)CC3)n2)cc1OC	-2%	6	17	-35	7%	-3%	176%[activator]
COc1cc(OC)c(NC(=O)CCNS(=O)(=O)c2ccc3c(c2)CC(C)N3C(C)=O)cc1Cl (stereo not given)	-1%	-2	-9	6	9%	-4%	20%
Cc1cc(/C=C(\C#N)C(=O)NC2CC2)c(C)[nH]1	-15%	68*	94*	119	7%	4%	-10%
C[n+]1c(/C=C/c2ccc(O)cc2)ccc2ccccc21	1%	50*	64*	-19	-20%	-2%	-19%
O=C1C=CC(=O)N1c1ccc(Sc2ccc([N+](=O)[O-])cc2)cc1	-14%	1	22	.	.	-8%	-55%
O=C(NCc1ccccc1)N1CCn2c(nc3ccccc32)C1	4%	10	11	116	0%	-1%	-15%
Cc1nn(C)cc1CNC(=O)C1C2CCC(O2)C1C(=O)O (stereo not given)	-1%	-3	27	.	.	8%	-10%
CCCC(=O)Nc1cc(=O)n(C)c(=O)n1C	-1%	-2	13	?	0%	-3%	-5%
O=C(Nc1cccc(S(=O)(=O)N2CCOCC2)c1)c1cnccn1	-8%	-3	-13	4	0%	3%	-13%

Profiles, quoted from the list.
O=C(NCc1ccccc1)N1CCn2c(nc3ccccc32)C1 reads AmpC inh detg: 4%; Cycloheximide cs: 10; Shiga toxin inh: 11; HCMV inh: 116; AMA1 RON2 block: 0%; Giardia FBPA inh: -1%; AmpC inh no detg: -15%
CCOC(=O)C1CCN(C2=NC(=O)/C(=C/c3ccc(Cl)cc3)S2)CC1 reads AmpC inh detg: -9%; Cycloheximide cs: -7; Shiga toxin inh: -6; HCMV inh: -10; AMA1 RON2 block: -4%; Giardia FBPA inh: -8%; AmpC inh no detg: 113%[activator]

Molecules shown so far that have an aryl methoxy group (14):
SMILES	AmpC inh detg	Cycloheximide cs	Shiga toxin inh	HCMV inh	AMA1 RON2 block	Giardia FBPA inh	AmpC inh no detg
COc1ccc(-c2csc(NC(=O)CCCc3cccs3)n2)cc1	-2%	3	9	-3	7%	1%	-23%
COc1ccc(-c2csc(Nc3ccc(S(N)(=O)=O)cc3)n2)cc1OC	-5%	-6	-11	-19	-11%	-15%	16µM*
COc1ccccc1N1CCN(S(=O)(=O)c2c(C)[nH]c(=O)[nH]c2=O)CC1	-4%	-3	-15	18	20%	8%	-41%
COc1ccc(-n2cc(-c3ccccc3)c3c(=S)nc[nH]c32)cc1	-9%	-3	-14	0	83%[activator]	-3%	-44%
COc1ccc(CN2C(=O)[C@@H]3C(c4ccc(F)cc4)=NO[C@@H]3C2=O)cc1	2%	-3	-11	16	1%	1%	-24%
COc1cc(OC)c(-c2nc3cnccc3n2C)cc1OC	0%	1	-5	7	4%	-5%	-16%
COc1ccccc1N1CCN(C(=O)c2cc3c(=O)n4ccccc4nc3s2)CC1	?	.	.	27	0%	.	-3%
COc1ccc(C2C(C(=O)N3CCOCC3)CCC(=O)N2c2ccc(OC)cc2)cc1 (stereo not given)	2%	-3	22	8	-10%	2%	22%
COc1ccc(N2CCN(C(=O)CCc3ccccc3)CC2)cc1	-15%	-2	-7	-4	0%	6%	19%
CCCNC(=O)Cn1cnc2sc(C(=O)Nc3cc(OC)c(OC)c(OC)c3)c(C)c2c1=O	?	-6	-6	31	4%	-2%	21%
COc1cc(C2CC(=O)c3cnc(NC(C)=O)nc3C2)cc(OC)c1OC (stereo not given)	2%	-5	22	-10	-8%	-1%	-4%
COc1cccc(N=c2oc3ccccc3cc2-c2nc3ccccc3[nH]2)c1	?	38*	63*	257	-20%	0%	-5%
COc1ccc(-c2nnn(CC(=O)N3CCN(c4ccccc4OC)CC3)n2)cc1OC	-2%	6	17	-35	7%	-3%	176%[activator]
COc1cc(OC)c(NC(=O)CCNS(=O)(=O)c2ccc3c(c2)CC(C)N3C(C)=O)cc1Cl (stereo not given)	-1%	-2	-9	6	9%	-4%	20%
